FBW7 activator: human FBW7 E3 ligase activation, primary screen; AlphaScreen FBW7–phospho-cyclin E peptide binding, activator screen; normalized activity (activation), % at 26.1 µM; actives 0.13% (n = 650,000); AID 1259310; in the data active = normalized activity above about 1.9%;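 note: purified mutant Fbw7 with reduced substrate affinity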
TEAD-YAP inh: TEAD-YAP interaction inhibition; HEK-TIYL cells, TEAD-Gal4/YAP UAS-luciferase luminescence; inhibition, % at 9.12 µM; actives 1.4% (n = 640,000); in the data active = inhibition above about 32%;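 note: 0% = median of test compound wells and 100% = reference inhibitor wells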
MITF inh: inhibitors of human MITF. AlphaScreen MITF homodimerization, bead proximity signal. actives 0.91% (n = 650,000). inhibition, % at 2.6 µM. O75030. AID 1259374; in the data active = inhibition above about 50%;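 note: 0% = vehicle wells with protein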
Target sequence (O75030 whole entry, looked up): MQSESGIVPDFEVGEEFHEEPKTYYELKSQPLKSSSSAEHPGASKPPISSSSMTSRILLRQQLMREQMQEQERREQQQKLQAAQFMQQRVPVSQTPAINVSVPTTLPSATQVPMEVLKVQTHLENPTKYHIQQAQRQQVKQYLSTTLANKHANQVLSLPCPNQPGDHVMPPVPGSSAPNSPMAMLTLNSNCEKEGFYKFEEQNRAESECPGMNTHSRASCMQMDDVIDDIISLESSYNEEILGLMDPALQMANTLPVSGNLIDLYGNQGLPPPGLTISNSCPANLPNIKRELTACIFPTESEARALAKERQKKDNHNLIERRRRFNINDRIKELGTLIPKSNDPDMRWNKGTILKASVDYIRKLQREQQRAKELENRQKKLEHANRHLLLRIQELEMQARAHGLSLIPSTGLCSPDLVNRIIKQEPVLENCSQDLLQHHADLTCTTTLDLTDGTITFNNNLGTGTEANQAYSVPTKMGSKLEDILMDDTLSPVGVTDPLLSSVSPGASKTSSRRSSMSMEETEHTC
GPR151 activ: human GPR151 activation; PathHunter beta-arrestin GPR151 cells, luminescence; activation, % at 11.2 µM; actives 1% (n = 650,000); in the data active = activation above about 4.9%;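 note: 0% = median of compound wells and 100% = cells with positive control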
Target sequence (Q8TDV0 whole entry, looked up): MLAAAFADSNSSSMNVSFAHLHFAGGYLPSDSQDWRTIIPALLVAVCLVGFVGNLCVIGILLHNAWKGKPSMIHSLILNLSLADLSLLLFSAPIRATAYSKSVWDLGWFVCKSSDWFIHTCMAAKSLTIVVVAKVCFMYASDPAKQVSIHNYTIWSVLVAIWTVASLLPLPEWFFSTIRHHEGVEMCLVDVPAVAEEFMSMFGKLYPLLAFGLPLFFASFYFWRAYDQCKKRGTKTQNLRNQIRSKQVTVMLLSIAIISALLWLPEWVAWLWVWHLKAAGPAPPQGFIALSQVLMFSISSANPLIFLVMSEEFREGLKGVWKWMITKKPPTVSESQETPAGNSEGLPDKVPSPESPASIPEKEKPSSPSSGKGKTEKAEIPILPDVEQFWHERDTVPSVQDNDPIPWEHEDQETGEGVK
Numbers without * were called inactive.

The first 3 compounds as a preview:
SMILES	FBW7 activator	TEAD-YAP inh	MITF inh	GPR151 activ
C=CC(C)n1c(=O)c2c(nc3n2CCN3c2ccc(C)cc2)n(C)c1=O (configuration not stated)	-0.1	-7	2	1.5
Cc1cccc(C)c1NC(=O)c1cc2c(C)nn(-c3ccccc3)c2s1	-0.1	-21	-2	-0.3
COc1cc(C(=O)N2CCN(C(=O)c3c(OC)cccc3OC)CC2)cc(OC)c1OC	0.0	-7	-7	-1.2

The list itself, previewed entries included:
SMILES	FBW7 activator	TEAD-YAP inh	MITF inh	GPR151 activ
C=CC(C)n1c(=O)c2c(nc3n2CCN3c2ccc(C)cc2)n(C)c1=O (configuration not stated)	-0.1	-7	2	1.5
Cc1cccc(C)c1NC(=O)c1cc2c(C)nn(-c3ccccc3)c2s1	-0.1	-21	-2	-0.3
COc1cc(C(=O)N2CCN(C(=O)c3c(OC)cccc3OC)CC2)cc(OC)c1OC	0.0	-7	-7	-1.2
O=C(NCc1ccccn1)c1cc(-c2ccc(Br)cc2)n[nH]1	0.3	-4	5	-0.3
CCCN1C(=O)C2(c3ccccc31)c1c(oc3ccccc3c1=O)C(=O)N2CCCOC (configuration not stated)	0.1	3	-2	-0.5
CC(=O)c1cccc(NC(=O)C2CCC2)c1	0.3	7	11	-0.3
CCOC(=O)C1=C(N)N(c2ccc(S(N)(=O)=O)cc2)C2=C(C(=O)CCC2)C1c1ccc2c(c1)OCO2 (configuration not stated)	-0.2	12	10	-1.2
COc1cccc(C(=O)CSc2nnc(-c3cccnc3)o2)c1	-0.1	-6	8	0.8
COc1ccccc1CNc1c(-c2ccc3c(c2)OCC(=O)N3)c(=O)c1=O	0.2	13	9	0.6
NC(=O)c1c(NC(=O)c2ccccc2)sc2c1CCCCC2	0.1	-12	12	1.0
Cc1ccc(NCC(=O)N/N=C\c2ccc(OC(=O)c3ccco3)cc2)cc1	-0.1	-3	5	1.0
CCCc1ccc(Oc2c(-c3ccc(O)cc3O)n[nH]c2C)cc1	-0.1	5	-3	-0.7
N/C(=N\c1nc(=O)c2ccccc2s1)NC(=O)c1ccc(Cl)c(Cl)c1	0.0	0	-2	0.6
O=C1CCN(Cc2cccnc2)CCN1Cc1cc(C(F)(F)F)ccc1F	-0.2	-9	0	0.2
O=C(Nc1cccc(Cl)c1)c1c(Br)sc2c1CCCC2	0.1	-20	3	0.2
COc1ccc(C)cc1NS(=O)(=O)c1cccc2nsnc12	-0.1	3	5	-1.3
O=C(CCC(=O)Nc1ccc(Br)cc1)N/N=C/c1ccccc1F	0.0	4	7	2.9
COCc1ccc(CN2CCCC(CNS(=O)(=O)Cc3ccccc3)C2)o1 (configuration not stated)	0.3	2	6	0.0
COC(=O)C1=C(C)OC(N)=C(C#N)C1c1cccc(OCc2ccc(F)cc2)c1 (configuration not stated)	-0.9	-18	2	-1.3
COc1ccc(C2=C(C(C)=O)Sc3nnc(-c4ccccc4)n3N2C(C)=O)cc1OC	0.1	11	-5	0.7
COC(=O)CCC(NC(=O)c1ccc(N)cc1)C(=O)OC (configuration not stated)	0.5	-2	9	-0.3
CC(C)C[C@H]1NC(=O)[C@@H]2C[C@H](NC(=O)c3cccs3)CN2C1=O	0.8	15	18	-2.5
Cc1cc(Cl)ccc1OCC(O)CN1CCN(CCO)CC1 (configuration not stated)	0.0	10	12	0.0
CC1CN(CCCOc2ccccc2)CC(C)O1 (configuration not stated)	-0.1	-5	8	-1.4
O=C(OCc1c(F)cccc1Cl)c1ccco1	0.1	4	8	-1.0
New compounds follow:
SMILES	FBW7 activator	TEAD-YAP inh	MITF inh	GPR151 activ
O=C(O)c1cccc(NC(=S)NC(NC(=O)c2ccco2)C(Cl)(Cl)Cl)c1 (configuration not stated)	0.2	1	8	0.7
O=C(c1ccc(-c2cnc3[nH]c(=O)n(Cc4ccccn4)c3n2)cc1)N1CCOCC1	0.0	-2	-1	-0.6
CCN(CC)CC(=O)N1CCCC1=O	-0.1	-5	45	1.3
NC(=O)c1c(NC(=O)CN(C(=O)C2CC2)C2CCCC2)sc2c1CCCC2	0.1	3	10	0.0
CCOCCC(=O)N1CCc2ccccc2C1	0.2	5	5	2.1
COc1ccc(C2=N/C(=C/c3ccccc3OC)C(=O)O2)cc1Br	0.6	16	2	-0.3
Cc1nn(CCCC(=O)O)c(=O)c2nccn12	0.0	3	0	-0.2
N/C(=N\OC(=O)C(c1ccccc1)c1ccccc1)c1ccccc1	-0.1	-4	0	1.0
O=C1S/C(=C\c2ccc(Cl)cc2Cl)C(=O)N1CO	0.1	-60	-3	0.3
COc1ccc2c(c1)CN(c1ccccc1I)CO2	0.0	-1	5	2.2
CCOC(=O)c1cc(C)sc1NC(=O)c1cc(-c2ccc(CC(C)C)cc2)nc2ccccc12	-0.2	3	0	0.2
O=c1c2nnn(-c3ccc(Br)cc3)c2ncn1Cc1cccnc1	0.0	-3	8	-1.4
COc1ccccc1/C=C/CN1CCN(Cc2ccc(F)cc2)C(CCO)C1 (configuration not stated)	0.1	4	9	0.1
Cc1ccc(CSC2=NCCN2C(=O)c2ccc(S(=O)(=O)N(C)C)cc2)cc1	1.0	0	2	0.2
CC(C)CCn1nnnc1C(C(C)C)N1CCN(C(=O)c2ccco2)CC1 (configuration not stated)	0.5	6	2	1.4
O=S(=O)(Nc1nnc(-c2ccc(Cl)cc2)o1)c1ccc2c(c1)OCCO2	0.0	-2	10	-1.0
CCOC(=O)c1c(NC(=O)c2cc3ccccc3oc2=O)sc2c1CCN(CC)C2	-0.1	14	4	-1.2
CC(=O)c1ccc(NC(=S)Nc2cccnc2Cl)cc1	0.6	-48	11	0.2
Cc1sc2ncnc(N/N=C/c3cccnc3)c2c1C	-0.1	-15	5	0.4
CN1CCN(CC(=O)Nc2cccc(Cl)c2)CC1	0.0	3	8	1.1
COC(=O)CN1C(=S)N(C)C(=O)/C1=C/c1cc(C)n(-c2ccc([N+](=O)[O-])cc2)c1C	-0.3	-2	2	0.9
O=C(c1ccc2c(c1)C1C=CCC1C(c1ccc([N+](=O)[O-])cc1)N2)N1CCCC1 (configuration not stated)	0.4	10	9	1.5
COc1ccc(C(=O)CN2CCN(C(=O)c3cccnc3)CC2)cc1	0.5	1	12	2.4
COc1c(C)cccc1C(=O)Nc1ccc(-c2nn3c(C)nnc3s2)cc1	0.0	4	1	0.7
CCOC(=O)c1nnn(-c2nonc2N)c1CNC(C)C	0.0	-2	3	0.9

As entered above.
CCN(CC)CC(=O)N1CCCC1=O – FBW7 activator = -0.1
O=C(c1ccc(-c2cnc3[nH]c(=O)n(Cc4ccccn4)c3n2)cc1)N1CCOCC1 – FBW7 activator = 0.0
COc1ccc(C2=N/C(=C/c3ccccc3OC)C(=O)O2)cc1Br – GPR151 activ = -0.3
CCOC(=O)c1cc(C)sc1NC(=O)c1cc(-c2ccc(CC(C)C)cc2)nc2ccccc12 – MITF inh = 0
N/C(=N\OC(=O)C(c1ccccc1)c1ccccc1)c1ccccc1 – TEAD-YAP inh = -4
COc1ccc2c(c1)CN(c1ccccc1I)CO2 – MITF inh = 5

The list continues:
SMILES	FBW7 activator	TEAD-YAP inh	MITF inh	GPR151 activ
Cc1ccc(C(=O)N/C(=C\c2ccc3c(c2)OCO3)C(=O)Nc2cccc([N+](=O)[O-])c2)cc1C	0.0	-2	-4	0.0
Cc1nc2ccc(S(=O)(=O)N(C)CC(=O)NCCC(C)C)cc2s1	0.0	15	11	0.2
CC(=O)O/N=C(N)/C(=N/OC(C)=O)c1nc2ccccc2[nH]1	0.7	5	20	-0.2
C=C(C)CN(CC)Cc1ccc(Cl)c([N+](=O)[O-])c1	-0.2	4	36	-0.7
S=c1[nH]nc(C2CCCCC2)n1/N=C\c1cccnc1	0.0	-13	10	-1.2
COc1ccc(OC)c(NS(=O)(=O)c2ccc(NC(=O)c3ccc(F)cc3)cc2)c1	0.0	31	-8	0.7
O=C(CCC(=O)Nc1ccccc1)NNC(=O)Nc1ccc(Cl)cc1	1.5	7	11	-0.8
CC(C)CC(N=C1NC(C)(C)Cc2ccccc21)C(=O)O (configuration not stated)	-0.3	-2	-10	0.9
NS(=O)(=O)c1ccc(NC(=O)c2cc3ccccc3o2)cc1	0.0	3	7	2.2
COc1ccc(C(C)NC(=O)C(=O)N/N=C/c2ccc3c(c2)OCCO3)cc1 (configuration not stated)	0.1	14	12	-1.5
N#Cc1c2c(c(N3CCN(C4c5ccccc5-c5ccccc54)CC3)n3c1nc1ccccc13)CCC2	0.0	2	0	1.5
COc1ccc(NC(=O)CN2CCC(c3nc4ccc(C)cc4[nH]3)CC2)c(OC)c1	0.3	3	23	-0.3
COCCSc1nc2c(c(=O)n(C)c(=O)n2C)n1Cc1ccccc1Cl	0.1	-9	4	-0.7
CC1(C)CC(=NO)CC(C)(C)N1OC(=O)c1ccco1	0.0	8	3	1.0
Cc1ccccc1NCC(O)COc1ccc(OCC(O)CNc2ccccc2C)cc1 (configuration not stated)	-0.1	-15	-7	0.0
O=C(Cc1cccs1)N/N=C\c1cccc(O)c1	0.1	-11	-17	-0.5
O=C(CCn1cccc1)Nc1ncc(Br)s1	-0.1	5	13	-0.4
COc1ccc(-c2nc(-c3cccc([N+](=O)[O-])c3)no2)cc1	0.2	-13	19	-1.4
O=C(CNC(=O)c1ccco1)N/N=C/C=C/c1ccccc1	0.0	3	-2	-0.9
O=C(NCc1ccccc1)N1CCC(CO)(CCc2ccccc2)CC1	0.1	7	9	0.9
Cc1cccc(-n2ncc3c(=O)n4c(nc32)SCC4CC(=O)N2CCCC2)c1 (configuration not stated)	-0.1	1	4	2.8
Cc1ccccc1Cn1nnc2c(=O)[nH]c(C3CCN(C(=O)c4ccccc4)CC3)nc21	-0.2	-5	1	-2.3
Cc1ccc(C(=O)Nc2cc(C(F)(F)F)ccc2Cl)cc1[N+](=O)[O-]	0.0	18	6	-0.6
CCc1[nH]nc2c1C(c1cccc([N+](=O)[O-])c1)C(C#N)=C(N)O2 (configuration not stated)	0.1	2	-8	1.8
Cc1cc([N+](=O)[O-])ccc1NC(=O)Cn1cnc2c1c(=O)n(C)c(=O)n2C	0.3	6	11	0.2

Part of the list above, as labelled records:
COc1ccc(NC(=O)CN2CCC(c3nc4ccc(C)cc4[nH]3)CC2)c(OC)c1
- FBW7 activator: 0.3
- TEAD-YAP inh: 3
- MITF inh: 23
- GPR151 activ: -0.3
COCCSc1nc2c(c(=O)n(C)c(=O)n2C)n1Cc1ccccc1Cl
- FBW7 activator: 0.1
- TEAD-YAP inh: -9
- MITF inh: 4
- GPR151 activ: -0.7
CC1(C)CC(=NO)CC(C)(C)N1OC(=O)c1ccco1
- FBW7 activator: 0.0
- TEAD-YAP inh: 8
- MITF inh: 3
- GPR151 activ: 1.0
Cc1ccccc1NCC(O)COc1ccc(OCC(O)CNc2ccccc2C)cc1 (configuration not stated)
- FBW7 activator: -0.1
- TEAD-YAP inh: -15
- MITF inh: -7
- GPR151 activ: 0.0

Additional entries follow.
SMILES	FBW7 activator	TEAD-YAP inh	MITF inh	GPR151 activ
COCc1c(C(=O)N/N=C/c2ccco2)nnn1-c1nonc1N	0.1	-6	-3	1.1
CCN(CC)S(=O)(=O)c1cc(C(=O)Nc2cccc(C(=O)O)c2)ccc1OC	0.1	-43	10	1.1
COCCN(C(=O)c1cccnc1)C1CCN(CCc2ccc(Cl)cc2)CC1	0.2	1	5	3.8
O=C(Nc1ccc(Cl)cc1)c1c(NC(=O)C(F)(F)F)sc2c1CCCCC2	-0.1	-14	-13	0.7
CCN(CC)c1ccc(Nc2c(CCC(C)C)c(C)c(C#N)c3nc4ccccc4n23)cc1	0.3	13	17	1.1
O=C(Nc1ccc(OC(F)(F)F)cc1)c1cc([N+](=O)[O-])ccc1N1CCN(Cc2ccccc2)CC1	0.2	7	12	-0.6
O=C(N[C@@H](CO)[C@H](O)c1ccc([N+](=O)[O-])cc1)C(Cl)Cl	-0.2	9	4	2.7
Clc1cc(N2CCN(c3ccccc3)CC2)ncn1	0.8	2	17	-0.7
COc1ccc(OCc2n[nH]c(=S)n2-c2ccccc2)cc1	0.0	6	3	2.3
Cc1ccc(C2NC(=O)c3c(sc4c3CCN(C)C4)N2)s1 (configuration not stated)	0.2	-36	14	-1.0
CC(=O)Nc1c2c(nn1-c1ccccc1)CS(=O)C2 (configuration not stated)	0.3	2	-9	1.4
Brc1ccc(C2Nc3ccc(Br)cc3C3C=CCC32)cc1 (configuration not stated)	0.0	13	8	-0.8
Cc1ccc([N+](=O)[O-])cc1-n1cccc1C=C1C(=O)NC(=S)NC1=O	-1.1	27	35	1.5
COC(=O)c1c(NC(=O)c2ccc(OC)c(OC)c2)sc2c1CCC(C)C2 (configuration not stated)	0.1	0	4	-0.1
O=C1CCC(CCC(=O)N2CC3CCCC2C3)(Cc2ccco2)N1 (configuration not stated)	0.0	-7	-3	-0.1
Cc1ccccc1OCc1nnc(SCCN2CCOCC2)n1Cc1ccco1	0.0	-1	1	0.4
CC(=O)c1ccc(NC(=O)CCCC(=O)OCC(=O)c2ccc(-c3ccccc3)cc2)cc1	-0.1	6	0	-0.2
COc1cccc2cc(-c3nnc(Nc4cc(C(F)(F)F)ccc4Cl)s3)c(=O)oc12	0.0	-2	14	1.9
COc1ccc(-n2nnc3c(=O)n(Cc4ccccc4Cl)cnc32)cc1	-0.1	3	1	-0.2
COCCN1CCN(C(=O)CC2(c3ccccc3C)CC(=O)N(CCN(C)C)C2=O)CC1 (configuration not stated)	-0.2	-5	-5	4.7
COc1ccccc1CN1CCN(S(=O)(=O)c2ccccc2[N+](=O)[O-])CC1	-0.4	-4	48	-0.2
CCOC(=O)c1c(-c2ccc(OC)c(OC)c2)csc1NC(=O)C(C)(C)C	0.0	-4	-7	2.2
CCN1C(=O)CC(C(=O)Nc2ccccc2)SC1=Nc1cccc(F)c1 (configuration not stated)	-0.1	-8	3	0.8
CCC(C)(C(=O)NC1CCCCC1)N(C(=O)c1cnccn1)c1ccccc1 (configuration not stated)	0.1	0	5	-1.3
Cc1cc(S(=O)(=O)Nc2ccccc2C(N)=O)ccc1Br	0.0	-9	7	-1.0

Assay outcomes deposited in PubChem by The Scripps Research Institute Molecular Screening Center.
